A549 tox = A549 cytotoxicity, counter-screen for Nrf2 inhibitors. A549 ARE-Fluc cells, CellTiter-Fluor viability, 18-24 h. Potency, µM (highest dose often 46 µM), for the others: at the highest dose activity change, negative = cytotoxicity, actives largely listed as inhibitors. hit rate 0.16% among 390,000; also: potency is read from the fitted curve at half-maximal effect; % is scaled to controls: 0 for no effect and ±100 for the full control effect
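Cytotoxicity counterscreen: CellTiter-Fluor fluorescence was measured in A549 ARE_Fluc cells after 18-24 h of compound exposure in a concentration series. The subsequent BugLite luminescent read reports ARE-luciferase activity.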
Nrf2 ARE act = activates Nrf2 signaling; AREc32 ARE-luciferase reporter (MCF7-derived line), luminescence, 24 h; Potency, µM (series often up to 46.1 µM), for the others: at the top dose activation, hits mostly activators; hit rate 0.31% among 410,000; AID 624171; also: potency is read from the fitted curve at half-maximal effect; % of control where 0% means no effect; nearly all actives have a fitted effect of over 65% in size
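AREc32 cells carrying an ARE-driven firefly luciferase reporter were seeded at 1000 cells/well in OPTI-MEM with 5% FBS, then exposed to compound for 24 hr at 37 deg C. Luminescence was read with Steady-Glo after 30 min at RT.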
Nrf2 inh = Nrf2 pathway inhibition. A549 ARE-Fluc reporter, luciferase luminescence, 18-24 h. Potency, µM (top dose mostly 46 µM), for the others: at the top dose activity change, negative = inhibition, hits mostly inhibitors. hit rate 2.1% among 360,000. AID 504444; also: potency is read from the fitted curve at half-maximal effect; % is scaled to controls: 0 for no effect and ±100 for the full control effect; nearly all actives have a fitted effect of over 60% in size
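Cells were seeded and rested 2 h, then exposed to compounds for 18-24 h. CellTiter-Fluor was read first as a viability measure. BugLite was added 15 min before the final luminescent read of ARE-luciferase activity in A549 cells.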
EPAC2 agonist = EPAC2 (human) agonism; hit rate 0.079% among 360,000; Q8WZA2; AID 720711; EPAC2 activation, biochemical qHTS; response scale: 100% = 6.5 mM cAMP response; Potency, µM (doses to about 154 µM), without a hit: at the highest dose activation, usual class: activators; also: potency is read from the fitted curve at half-maximal effect; nearly all actives have a fitted effect of over 50% in size
Target sequence (Q8WZA2 whole entry, looked up): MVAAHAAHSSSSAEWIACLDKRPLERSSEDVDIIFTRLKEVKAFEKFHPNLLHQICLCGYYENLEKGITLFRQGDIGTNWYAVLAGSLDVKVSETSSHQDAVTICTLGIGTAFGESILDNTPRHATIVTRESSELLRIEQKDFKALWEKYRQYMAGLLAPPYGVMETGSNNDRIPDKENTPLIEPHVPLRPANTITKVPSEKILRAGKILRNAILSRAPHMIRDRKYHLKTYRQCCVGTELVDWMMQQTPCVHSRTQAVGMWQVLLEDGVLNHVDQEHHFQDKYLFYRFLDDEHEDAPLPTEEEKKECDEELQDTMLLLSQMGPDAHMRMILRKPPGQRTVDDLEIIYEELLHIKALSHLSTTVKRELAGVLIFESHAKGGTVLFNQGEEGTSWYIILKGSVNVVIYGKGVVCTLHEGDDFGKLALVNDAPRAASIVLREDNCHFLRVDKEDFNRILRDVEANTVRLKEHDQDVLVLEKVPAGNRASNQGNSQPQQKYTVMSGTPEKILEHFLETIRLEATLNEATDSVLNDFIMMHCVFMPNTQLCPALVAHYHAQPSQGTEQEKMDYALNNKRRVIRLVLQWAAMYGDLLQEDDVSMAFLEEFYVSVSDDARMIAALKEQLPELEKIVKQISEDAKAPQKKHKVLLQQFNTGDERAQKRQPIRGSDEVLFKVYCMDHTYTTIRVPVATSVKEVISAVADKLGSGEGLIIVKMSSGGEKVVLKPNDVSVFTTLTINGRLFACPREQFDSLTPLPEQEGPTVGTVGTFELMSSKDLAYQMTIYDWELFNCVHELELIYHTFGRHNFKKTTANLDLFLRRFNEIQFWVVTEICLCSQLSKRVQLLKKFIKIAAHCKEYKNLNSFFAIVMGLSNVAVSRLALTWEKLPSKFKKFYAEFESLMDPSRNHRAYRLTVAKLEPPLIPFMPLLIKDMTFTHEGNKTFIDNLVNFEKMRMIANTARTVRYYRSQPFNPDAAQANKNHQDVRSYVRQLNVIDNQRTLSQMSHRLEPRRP
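Setup: EPAC2 100 nM, labeled Rap1B complex 250 nM, free GDP 50 uM. Compound titrations pinned in, brief spin, 5 min room temperature incubation. Kinetic fluorescence read over 30 min, normalized to 6.5 mM cAMP.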
CCT chaperon mod = changes cytosolic chaperonin activity | purified chaperonin ATPase assay, HTRF ADP detection, 30 min | activity change, % (concentration not given with the values), hits read low | hit rate 0.3% among 360,000 | AID 651819; in the data active = activity change below about -30%; also: % is scaled to controls: 0 for no effect and ±100 for the full control effect
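ATPase activity: ADP formed was measured by HTRF Transcreener (665/615 nm ratio) after 30 min at 37 deg C with 10 uM ATP. Compounds screened at one 76 uM concentration against 40 or 20 nM TRiC in Tris pH 7.4/KCl/MgCl2/DTT buffer.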
pAkt inh = inhibitors of Akt phosphorylation | hit rate 0.32% among 360,000 | AID 651550 | activity change, % for hits at 50 µM | Neuro2A IGF-stimulated pAkt S473 HTRF, 20 min; stronger effect = lower value; in the data active = activity change below about -80%; inconclusive = mostly about -51% to -80%; also: % is scaled to controls: 0 for no effect and ±100 for the full control effect
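Neuro2A cells in DMEM with 0.5% FBS, overnight at 37 deg C, given compound at single 50 µM final, then IGF (6 nM final) for 20 min at 37 deg C. Lysed; phospho-Akt Ser473 by HTRF after 24 h, 665/615 ratio.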
MmCpn inh = inhibitors of Methanococcus maripaludis chaperonin (MmCpn) | purified Mm-Cpn ATPase, ADP Transcreener TR-FRET | Potency, µM (doses to about 76.9 µM), for the others: top-dose activity, negative = inhibition, most hits filed as inhibitors | hit rate 0.031% among 330,000 | AID 504842; also: potency is read from the fitted curve at half-maximal effect; % is scaled to controls: 0 for no effect and ±100 for the full control effect; nearly all actives have a fitted effect of over 80% in size
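Purified archaeal Mm-CPN (25nM final) preincubated 10 min at 37degC with compound, then 10uM ATP for 30 min at 37degC; ADP measured by HTRF Transcreener TR-FRET; buffer 30 mM TRIS pH 7.4, 100mM KCl, 5mM MgCl2, 1mM DTT.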
TGFb inhibitor = TGF-b pathway inhibition. HepG2 CAGA-GFP TGF-b/SMAD3 reporter, GFP fluorescence, 18 h; TGF-beta stimulated, 500 pg/mL final. AID 588855. hit rate 1.2% among 410,000. Potency, µM (doses to about 46.1 µM), without a hit: at the highest dose activity, negative = inhibition, actives largely listed as inhibitors; also: potency is read from the fitted curve at half-maximal effect; % is scaled to controls: 0 for no effect and ±100 for the full control effect; nearly all actives have a fitted effect of over 65% in size
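Smad-responsive CAGA-GFP expression was quantified in HEPG2 cells exposed to compounds and 500 pg/mL final TGF-beta for 18 h at 37 degrees C; unstimulated wells defined full inhibition.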
EPAC2 antag = antagonists of human EPAC2. hit rate 0.18% among 360,000. Q8WZA2. EPAC2 GEF exchange of Rap1B-BODIPY-GDP, fluorescence. Potency, µM (doses to about 114 µM), for inactives: at the top dose activity, negative = inhibition, actives largely listed as inhibitors; also: potency is read from the fitted curve at half-maximal effect; % is scaled to controls: 0 for no effect and ±100 for the full control effect; nearly all actives have a fitted effect of over 45% in size; many of its hits are not listed in these tables
Numbers without * were called inactive; i = inactive; ? = inconclusive; nt = not tested or not shown. Unless noted, calls follow the shape of the dose curve; as a rule, active = well fitted curve in the direction sought with a large enough effect; inconclusive = small, poorly fitted or top-dose-only effect, or another doubt; inactive = no such curve, though single readings can be large; an effect the other way counts as inactive or inconclusive. A portion of the library; rates above refer to the full screens.

SMILES	A549 tox	Nrf2 ARE act	Nrf2 inh	EPAC2 agonist	CCT chaperon mod	pAkt inh	MmCpn inh	TGFb inhibitor	EPAC2 antag
C=CC[C@@H](CC(=O)NCCO)C(=O)N[C@H](C)COC(=O)[C@@H](CC=C)CC(=O)OC(C)(C)C	2.0%	-0.7%	-1.1%	-1.4%	-1.6	i	1.2%	-20.7%	8.5%
CCN(CC)C1Oc2cc3c(cc2C(c2cc(OC)c(OC)c(OC)c2)C1C)OCO3 (stereo not given)	-5.6%	0.2%	6.6%	-3.5%	-2.2	i	nt	?	1.3%
COc1ccc(C(CNC(=O)c2cc(S(=O)(=O)NCc3ccccc3)ccc2C)N2CCOCC2)cc1 (stereo not given)	0.6%	0.2%	-0.3%	6.3%	-0.7	i	-0.2%	-18.9%	-10.4%
CC(C)(O)C#Cc1ccc(CNC[C@H]2O[C@@H](n3cnc4c(=O)[nH]c(N)nc43)[C@H](O)[C@@H]2O)s1	nt	0.1%	nt	1.0%	1.0	i	nt	-17.6%	7.7%
O=C(NC1CC2CCC(C1)N2C(=O)NCc1ccccc1)C1CC1 (stereo not given)	18.0%	0.2%	0.1%	4.4%	-1.0	i	1.2%	11.1%	-0.6%
O=c1c(-c2ccccc2)c(O)c2ccccc2n1-c1ccccc1	-7.6%	14.3%	2.4%	10.5%	-1.1	i	-1.1%	-29.4%	3.1%
CNC(=O)c1cc2cc(OC)ccc2n1CCN(C)C	1.6%	2.7%	-9.9%	-4.3%	-1.8	i	-3.4%	8.3%	-1.4%
CCCCC(=O)Nc1ccc(C(=O)OC2CCCCC2)cc1	-15.6%	1.9%	nt	6.9%	-2.4	i	-2.6%	?	-8.5%
CC(C)CNS(=O)(=O)c1ccc(CCC(=O)NCc2cccnc2)cc1	0.8%	-0.3%	?	-0.1%	-3.1	i	2.1%	0.0%	-6.5%
Cc1c(C(=O)N2CC(C)OC(C)C2)oc2ccccc12 (stereo not given)	-6.2%	-0.3%	-12.4%	7.6%	-0.9	i	2.6%	0.1%	-2.6%
Cc1ccc(C)c(S(=O)(=O)N2CCN(C(C)C(=O)Nc3ccccc3-c3ccccc3)CC2)c1 (stereo not given)	-1.3%	0.0%	-24.5%	-3.5%	0.2	i	-0.3%	-5.5%	-6.3%
C=CC[C@H](CC(=O)N(CCO)Cc1ccccc1)C(=O)NCCOC(=O)[C@@H](CC=C)CC(=O)OC(C)(C)C	-2.7%	0.6%	13.2%	-5.8%	-0.2	i	-0.8%	-21.5%	11.5%
CCOc1cc(/C=C2\CCC/C(=C\c3cc(Cl)c(O)c(OCC)c3)C2=O)cc(Cl)c1O	?	?	?	-5.9%	2.1	i	0.9%	5.01µM*	7.9%
Cc1nn(Cc2cccc(C(=O)N3N=C(C(F)F)CC3(O)C(F)F)c2)c(C)c1[N+](=O)[O-] (stereo not given)	-6.1%	-0.8%	?	0.0%	1.4	i	0.3%	-0.3%	-2.7%
CCN(CC)CCNC(C(=O)Nc1cc(C(F)(F)F)ccc1Cl)c1ccccc1 (stereo not given)	-9.6%	0.1%	-4.8%	-12.8%	-5.0	i	-2.1%	0.1%	8.9%
Cc1cc(C)c(NC(=O)COC(=O)Cc2cccs2)c(C)c1	10.4%	-0.7%	-0.6%	9.0%	0.2	i	-5.9%	1.6%	-12.9%
COC(=O)c1sccc1NC(=O)c1cc2c(s1)CCCC2	?	23.2%	?	6.9%	-14.8	i	-6.7%	-6.1%	5.2%
O=C(C[n+]1cccc2ccccc21)c1ccccc1	1.0%	2.1%	6.2%	1.0%	-1.9	i	-0.1%	4.4%	17.2%
CCNC(=O)c1cccc(S(=O)(=O)N2CCCCCC2)c1	0.1%	0.2%	-4.9%	-2.5%	-4.3	i	-0.1%	0.7%	4.7%
C=CCNC(=S)N/N=C/c1cn(-c2ccccc2)nc1-c1ccc(OC)cc1	11.3%	1.8%	0.6%	3.8%	0.4	i	0.1%	-16.7%	-3.0%
O=C(Cn1nnc(-c2ccc3c(c2)OCO3)n1)Nc1ccccc1C(=O)O	-0.3%	-0.5%	28.9%	11.0%	-0.2	i	-0.7%	-0.7%	11.9%
O=C(NOCc1ccccc1)c1ccc([N+](=O)[O-])cc1	-2.5%	-1.4%	8.2%	-0.4%	0.1	i	-9.0%	2.4%	1.9%
O=C(CN1CCN(c2ccccc2O)CC1)Nc1cccnc1Cl	4.4%	3.9%	-26.8%	0.1%	2.0	i	1.6%	3.2%	16.1%
Cc1ccc(S(=O)(=O)NC2=NCN(Cc3ccccc3)CN2)cc1	4.9%	-1.2%	15.1%	6.0%	-0.6	i	0.1%	-3.9%	-3.1%
Cc1csc(=NC(=O)c2ccccc2)n1Cc1ccco1	-1.7%	5.3%	2.4%	22.6%	-1.7	i	-0.3%	-15.4%	-5.8%

(cont.)
SMILES	A549 tox	Nrf2 ARE act	Nrf2 inh	EPAC2 agonist	CCT chaperon mod	pAkt inh	MmCpn inh	TGFb inhibitor	EPAC2 antag
C=CCc1c(C)nc(-c2ccccc2)nc1N/N=C(\C)c1ccccc1	5.9%	3.3%	14.5%	7.9%	-2.2	i	-2.6%	7.5%	-9.1%
FC(F)(F)c1ccncc1-c1nnc(C2CCCCC2)o1	-8.2%	0.4%	1.2%	0.2%	0.2	i	1.6%	-0.8%	0.1%
CCOC(=O)N1CCN(c2c(N3CCOCC3)c(=O)c2=O)CC1	-5.7%	-0.6%	-3.2%	7.6%	1.4	i	1.0%	0.6%	-7.4%
O=C(Nc1cccc(F)c1)C1C2C=CC3(CN(CCCN4CCOCC4)C(=O)C13)O2 (stereo not given)	-3.6%	0.4%	0.1%	8.4%	-0.7	i	3.4%	-0.1%	5.0%
Cc1oc(-c2ccc(Cl)cc2)nc1CS(=O)CC(=O)NC1CCCCCC1 (stereo not given)	-1.1%	-0.9%	6.5%	13.6%	-3.2	i	3.7%	-17.6%	2.1%
CC[C@@]1(C(=O)OC)N[C@H](CN(C)C(=O)COc2ccccc2)[C@@H]2C(=O)N(C)C(=O)[C@@H]21	0.9%	-0.7%	15.1%	6.7%	2.8	i	-3.2%	6.1%	5.9%
O=c1cnnc(SCCc2ccccc2)[nH]1	-2.9%	0.0%	2.9%	6.9%	0.5	i	-4.4%	-4.3%	4.7%
Cc1nn(-c2ccccc2)c(C)c1NC(=O)COc1ccc2ccccc2c1	?	0.0%	nt	11.8%	-2.5	nt	-1.9%	?	-11.0%
COc1cccc(N=C2C(=O)N3CCCc4cccc2c43)c1	-0.2%	2.4%	7.6%	-6.3%	0.9	i	0.0%	-2.3%	-6.5%
COC(=O)c1ccc(OCC(=O)Nc2ccsc2C(=O)OC)cc1	-6.5%	-0.8%	-2.9%	5.4%	2.5	i	?	16.5%	3.8%
CCOc1ccc(N(CC(=O)NCC2CCCO2)C(=O)CCC(=O)Nc2nccs2)cc1 (stereo not given)	-4.1%	0.1%	5.7%	-2.8%	0.1	i	-0.3%	13.9%	1.4%
O=C(O)CN(Cc1ccco1)S(=O)(=O)c1ccccc1	-4.0%	-0.3%	5.9%	5.6%	-4.5	i	0.2%	?	8.3%
C=CC(COCc1ccccc1)N(CC(=O)OC)S(=O)(=O)c1cc(Br)ccc1OC (stereo not given)	-14.7%	4.4%	-14.9%	10.9%	-4.4	i	0.0%	-12.5%	-8.8%
O=C(Nc1ccc2nn(-c3ccc(F)cc3)nc2c1)c1cccnc1	14.2%	5.1%	-28.4%	11.7%	-5.1	i	1.0%	-33.0%	-2.0%
Cc1cc(C)cc(N(C(=O)c2sc(C)nc2C)C(C(=O)NC(C)(C)C)c2ccncc2)c1 (stereo not given)	0.4%	-0.4%	-3.7%	-6.4%	-1.5	i	1.4%	13.3%	5.4%
O=C(Nc1ccccc1F)Nc1ccccc1N1CCCCC1	?	4.7%	5.8µM*	11.6%	1.9	i	-1.2%	?	-23.3%
COc1ccc2cc(/C=C/C(=O)N3CCN(CC(=O)N4CCCCCC4)CC3)ccc2c1	-15.3%	4.8%	20.6µM*	4.6%	-0.1	i	0.4%	0.0%	6.8%
O=C(CCN1C(=O)C2C3CCC(C3)C2C1=O)Nc1ccccc1Cl (stereo not given)	-3.8%	-0.5%	-7.1%	9.1%	-0.7	i	-0.6%	1.9%	4.2%
COc1ccc(C(C(=O)NCC2CCCO2)N(Cc2cccs2)C(=O)c2snc(C(N)=O)c2N)cc1 (stereo not given)	-18.2%	-2.3%	3.5%	5.9%	0.2	i	1.5%	4.6%	-15.3%
COc1cc(OC)cc(-c2c(-c3cccs3)c3cc(-c4cnc(N)nc4)ccc3n2C)c1	-7.1%	-1.5%	20.6µM*	9.3%	-0.4	i	-1.1%	?	11.4%
Cc1[nH]c2ccccc2c1C(=O)CSc1nc2cc(S(=O)(=O)N3CCCCC3)ccc2o1	-18.6%	2.3%	?	11.2%	-0.3	i	-0.8%	-4.4%	-2.0%
CN(Cc1ccc(Cl)cc1Cl)C(=O)CCNC(=O)c1ccco1	0.5%	0.4%	-6.7%	0.1%	2.4	i	-6.0%	2.5%	1.7%

Two entries from above in a different format.
> C=CCc1c(C)nc(-c2ccccc2)nc1N/N=C(\C)c1ccccc1
- A549 tox: 5.9%
- Nrf2 ARE act: 3.3%
- Nrf2 inh: 14.5%
- EPAC2 agonist: 7.9%
- CCT chaperon mod: -2.2
- pAkt inh: i
- MmCpn inh: -2.6%
- TGFb inhibitor: 7.5%
- EPAC2 antag: -9.1%

> FC(F)(F)c1ccncc1-c1nnc(C2CCCCC2)o1
- A549 tox: -8.2%
- Nrf2 ARE act: 0.4%
- Nrf2 inh: 1.2%
- EPAC2 agonist: 0.2%
- CCT chaperon mod: 0.2
- pAkt inh: i
- MmCpn inh: 1.6%
- TGFb inhibitor: -0.8%
- EPAC2 antag: 0.1%

Assay outcomes from PubChem BioAssay.
